Bioassay records from PubChem.
Wnt bcat act: Wnt/beta-catenin pathway activation; AID 743398; Wnt/beta-catenin reporter cell assay, activator, plate reader; activation, % at 9.35 µM; actives 1.2% (n = 300,000); in the data active means activation above about 30%, passing the limit was not always enough;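 further: 0% = neutral control wells and 100% = positive control wells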
V-ATPase pH: regulators of yeast V-ATPase proton transport. AID 504577. response, % at 10 µM. actives 0.37% (n = 350,000). S. cerevisiae, pHLuorin cytosolic pH fluorescence; in the data active means response mostly above about 7.3%, no sharp cut-off; inactive means mostly below about 5.4%; further: actives read high; inactives centre near 0; some compounds called inactive have numbers as strong as hits; reference of the scale not given here
The depositor's hits bear a star; . = no result given. Not all compounds are listed (hit frequency here may not be typical).

SMILES	Wnt bcat act	V-ATPase pH
C[C@]12CC[C@@H](O)C[C@@H]1CC[C@@H]1[C@@H]2CC[C@]2(C)C(=O)[C@H](O)C[C@@H]12	.	-0.6
CCOc1ccc(N2C(=O)/C(=C\c3cccs3)C(=O)NC2=S)cc1	0.9	.
O=C(NCCN1CCC2(CC1)C(=O)NCN2c1ccccc1)c1ccccc1C(F)(F)F	6.5	.
S=C(NCCc1ccccc1)N1Cc2cc(-c3ccccc3)ccc2-n2nncc2C1	-0.3	.
O=[N+]([O-])c1ccccc1-c1cc(-c2ccccc2)cc(-c2ccccc2)[n+]1Cc1ccccc1Cl	-5.2	.
Cc1cc(N2CCNC[C@@H]2C)ccc1N1CCN[C@H](C)C1	-3.0	.
COc1ccc(N2C(=O)NC(=O)/C(=C/c3cccc(OC(=O)c4cccs4)c3)C2=O)cc1Cl	-2.0	.
CC(C)(C)C(=O)N1Cc2cc(N3CCOCC3)ccc2-n2nncc2C1	-1.6	.
NC(=O)c1ccc(C(=O)Nc2ccc([As](=O)(O)O)cc2)cc1	1.0	.
COC(=O)C1C(c2ccc(I)cc2)CC2CCC1N2C (stereo unspecified)	-1.3	.
C/C=C1\NC(=O)[C@H](C)NC(=O)[C@@H](NC(=O)[C@H](Cc2ccc(O)cc2)NC(=O)[C@@H](NC(=O)/C(C)=C/C)C(C)C)[C@@H](C)OC(=O)[C@H](CCCc2ccc(O)cc2)NC(=O)[C@@H](CCC(=O)O)NC1=O	-2.9	.
O=C1c2ccccc2-n2nnc(-c3ccccc3)c2C2c3ccccc3CCN12 (stereo unspecified)	0.9	.
CCC(c1nnnn1-c1ccc(OC)cc1)N1CCC(n2c(=O)[nH]c3ccccc32)CC1 (stereo unspecified)	-1.5	.
O=C(Cc1c(-c2ccccc2)nc2ccc(Br)cn12)N1CCCC1	11.4	.
COc1ccc(-n2nnnc2C(CCc2ccccc2)N2CCC3(CC2)C(=O)NCN3c2ccccc2)cc1 (stereo unspecified)	-1.8	.
O=C1NCN(c2ccccc2)C12CCN(C(c1ccnc3ccccc13)c1nnnn1C1CCCC1)CC2 (stereo unspecified)	-0.4	.
COc1c(OP2(=S)OCC(C)(C)CO2)cnn(C2CCCCC2)c1=O	-0.2	.
CCCC1(CCC)C(=O)NC(=Nc2ccc(C)cc2)NC1=O	-3.4	.
COc1ccc2nc(-c3ccc(CN4CCC(n5c(=O)[nH]c6ccccc65)CC4)cc3)c(-c3ccccc3)nc2c1	-3.2	.
COc1cccc(C(c2nnnn2C2CCCC2)N2CCC3(CC2)C(=O)NCN3c2ccccc2)c1OC (stereo unspecified)	-5.9	.
O=C1NCN(c2ccccc2)C12CCN(C(c1cc3ccccc3o1)c1nnnn1C1CCCC1)CC2 (stereo unspecified)	-3.0	.
CC(C)(C)c1cc([N+](=O)[O-])cc(C(C)(C)C)c1O	-25.2	.
CCOC(=O)C1=C(C(=O)OCC)C2(c3ccccc3)c3ccccc3C1(C)N2C (stereo unspecified)	1.1	.
O=c1[nH]c2ccccc2n1C1CCN(C(c2ccnc3ccccc23)c2nnnn2-c2ccc3c(c2)OCCO3)CC1 (stereo unspecified)	-1.8	.
CC(C)C[C@H]1COc2cc(N3CCN(C)CC3)ccc2S(=O)(=O)N1	-2.8	.
Cc1ccccc1-c1ccc2c(c1)C1c3c(-c4ccccc4)nnn3-c3ccccc3C(=O)N1CC2 (stereo unspecified)	-3.6	.
O=C(CCc1ccccc1)N1Cc2cc(-c3cccc(F)c3)ccc2-n2nncc2C1	-1.3	.
CCOC(=O)[C@]12Cc3ccccc3[C@H]1N(CCC(=O)OC)C(=O)c1ccccc12	-6.1	.
COC(=O)CN(CCCl)P1(=O)OCCCN1CCCl (stereo unspecified)	-1.8	.
CCN1C(=O)NC(=O)/C(=C\c2ccc(N3CCOCC3)cc2OC)C1=O	-1.5	.
COc1ccc2c(c1)[C@@]13CCCCC1[C@@H](C2)NCC3 (stereo partly specified)	2.3	.
COc1ccc(CCNCc2ccc(SC)cc2)cc1	19.5	.
CCCCn1nnnc1C(c1cccc(OC)c1OC)N1CCC2(CC1)C(=O)NCN2c1ccccc1 (stereo unspecified)	-4.2	.
CC(=O)OC1CC2OC3C=C(C)CCC3(C)C1(C)C21CO1 (stereo unspecified)	-3.4	.
C=C1C(=O)O[C@H]2C[C@@H](C)[C@@H]3C=CC(=O)[C@@]3(C)C[C@H]12	-21.0	.
O=C(NCCN1CCC2(CC1)C(=O)NCN2c1ccccc1)c1ccc(F)c(F)c1	-0.1	.

Four compounds already listed, sorted by number of heavy atoms, high to low:
SMILES	Wnt bcat act	V-ATPase pH
CCCCn1nnnc1C(c1cccc(OC)c1OC)N1CCC2(CC1)C(=O)NCN2c1ccccc1 (stereo unspecified)	-4.2	.
O=C(CCc1ccccc1)N1Cc2cc(-c3cccc(F)c3)ccc2-n2nncc2C1	-1.3	.
CC(=O)OC1CC2OC3C=C(C)CCC3(C)C1(C)C21CO1 (stereo unspecified)	-3.4	.
COC(=O)CN(CCCl)P1(=O)OCCCN1CCCl (stereo unspecified)	-1.8	.

Carrying on:
SMILES	Wnt bcat act	V-ATPase pH
O=C1NCN(c2ccccc2)C12CCN(C(c1ccccc1OC(F)(F)F)c1nnnn1Cc1ccccc1)CC2 (stereo unspecified)	1.0	.
O=C1NCN(c2ccccc2)C12CCN(C(c1nnnn1Cc1ccccc1)C1CC1)CC2 (stereo unspecified)	-2.3	.
O=S(=O)(c1ccc2ccccc2c1)N1Cc2cc(Br)ccc2-n2nncc2C1	-3.5	.
CCC(c1nnnn1-c1ccc2c(c1)OCCO2)N1CCC2(CC1)C(=O)NCN2c1ccccc1 (stereo unspecified)	-0.5	.
Brc1ccc2c(c1)CNCc1cnnn1-2	-2.6	.
C[C@@]12CC[C@@H](c3cc4c(cc3C1)OCO4)N2c1ccccc1	-3.4	.
NC(Cc1ccc(F)cc1)c1csc(Nc2ncccn2)n1 (stereo unspecified)	-0.9	.
Oc1cc(Cl)c(Cl)cc1Cl	-2.3	.
Cc1ccc(C(O)(C(=O)OC(C)C)C(O)c2ccccc2)cc1 (stereo unspecified)	-2.1	.
COc1ccc(C(=O)OCC2CN2c2cccc([N+](=O)[O-])c2)cc1 (stereo unspecified)	-1.5	.
CCOC(=O)[C@]12Cc3cc(OC)ccc3[C@H]1N(CC(=O)OC)C(=O)c1cc(OC)ccc12	-5.9	.
CC(C)CN1Cc2cc(-c3cccc(F)c3)ccc2-n2nncc2C1	-0.5	.
C=CCN1C[C@H](C)N(C(c2ccc(C(=O)N(CC)CC)cc2)c2cccc(OC)c2)CC1C (stereo partly specified)	-2.8	.
O=C(Nc1ccc(C(=O)O)cc1)Oc1ccc(N(CCCl)CCCl)cc1	-3.0	.
O=c1[nH]c2ccccc2n1C1CCN(C(c2nnnn2C2CCCC2)C2CC2)CC1 (stereo unspecified)	-1.5	.
COc1cccc(C(c2nnnn2C(C)(C)C)N2CCC3(CC2)C(=O)NCN3c2ccccc2)c1OC (stereo unspecified)	-3.3	.
COc1ccc(-n2nnnc2C(c2cccc3ccccc23)N2CCC(n3c(=O)[nH]c4ccccc43)CC2)cc1 (stereo unspecified)	-4.6	.
CCOC(=O)CNC(=O)N1Cc2ccc(Br)cc2-n2nncc2C1	-1.6	.
CCOC(=O)[C@]12Cc3c(cc(OC)c(OC)c3OC)[C@H]1N(C)C(=O)c1ccccc12	11.5	.
COP(=O)(OC)OC=C(Cl)Cl	2.7	.
O=NN(CCF)C(=O)NC1CCC(=O)NC1=O (stereo unspecified)	-3.2	.
O=C(CCc1ccccc1)N1Cc2cc(N3CCCCC3)ccc2-n2nncc2C1	-0.3	.
COc1ccc(C(c2nnnn2Cc2ccccc2)N2CCC(n3c(=O)[nH]c4ccccc43)CC2)cc1 (stereo unspecified)	-1.3	.
CCc1cc(OC)c(CCN)cc1OC	-0.7	.
COC1CC=C2CCN3CCC4=C(CC(=O)OC4)C23C1 (stereo unspecified)	2.5	.
C/C=C(\C)C(=O)N[C@@H](c1ccccc1)[C@@H](O)C(=O)O[C@H]1C[C@@]2(O)[C@@H](OC(=O)c3ccccc3)C3[C@](C)(C(=O)[C@H](OC(C)=O)C(=C1C)C2(C)C)[C@@H](O)C[C@H]1OC[C@@]31OC(C)=O (stereo partly specified)	-1.5	.
O=S1(=O)NCC2(CC2)CN1Cc1ccccc1	-2.1	.
ClCCN(CCCl)c1ccc(C=Cc2ccncn2)cc1	3.1	.
CSCCC(c1nnnn1-c1c(C)cccc1C)N1CCC2(CC1)C(=O)NCN2c1ccccc1 (stereo unspecified)	-4.8	.
Cc1cc(N2CCNC[C@H]2C)ccc1N1CC[C@H](O)C1	1.9	.
COc1ccc(CCN)cc1S(N)(=O)=O	-1.2	.
O=c1[nH]c2ccccc2n1C1CCN(C(CCc2ccccc2)c2nnnn2C2CCCC2)CC1 (stereo unspecified)	-2.6	.
CCOC(=O)CNC(=O)N1Cc2cc(-c3cccc(F)c3)ccc2-n2nncc2C1	-0.9	.
Cc1nc(-c2cccc(CN(C)C(=O)Oc3ccc([N+](=O)[O-])cc3)c2)no1	1.4	.
NS(=O)(=O)c1ccc(-c2ccc(C=C3C(=O)NC(=S)NC3=O)o2)cc1	-1.3	.
Cc1ccc(/C=C2/C(=O)NC(=O)N(Cc3ccc(F)cc3)C2=O)o1	0.6	.
C#C[C@]1(O)[C@H](O)CC2C3CC[C@H]4C[C@@H](O)CC[C@]4(C)C3CC[C@@]21C (stereo partly specified)	-6.3	.
COc1nc2ccccc2nc1N1CC1	-3.0	.
O=c1[nH]c2ccccc2n1C1CCN(C(c2ccccc2OC(F)(F)F)c2nnnn2Cc2ccccc2)CC1 (stereo unspecified)	-3.0	.
Fc1ccc(C[n+]2c(-c3ccccc3)cc(-c3ccccc3)cc2-c2ccccc2)cc1	0.3	.
N#Cc1ccc(NC(=S)N2Cc3cc(Br)ccc3-n3nncc3C2)cc1	-2.9	.
CCOC(=O)[C@]12Cc3ccccc3[C@H]1N(Cc1ccccc1)C(=O)c1cc(F)c(F)cc12	-5.2	.
Cc1ccc2nc(-c3ccc(CN4CCC(n5c(=O)[nH]c6cc(Cl)ccc65)CC4)cc3)c(-c3ccccc3)nc2c1	0.2	.
CCOC(=O)[C@]12Cc3cc(C)ccc3[C@H]1N(C1CCCCC1)C(=O)c1cc(OC)ccc12	-3.1	.

Molecules above with sulfur, in the order listed:
SMILES	Wnt bcat act	V-ATPase pH
CCOc1ccc(N2C(=O)/C(=C\c3cccs3)C(=O)NC2=S)cc1	0.9	.
S=C(NCCc1ccccc1)N1Cc2cc(-c3ccccc3)ccc2-n2nncc2C1	-0.3	.
COc1ccc(N2C(=O)NC(=O)/C(=C/c3cccc(OC(=O)c4cccs4)c3)C2=O)cc1Cl	-2.0	.
COc1c(OP2(=S)OCC(C)(C)CO2)cnn(C2CCCCC2)c1=O	-0.2	.
CC(C)C[C@H]1COc2cc(N3CCN(C)CC3)ccc2S(=O)(=O)N1	-2.8	.
COc1ccc(CCNCc2ccc(SC)cc2)cc1	19.5	.
O=S(=O)(c1ccc2ccccc2c1)N1Cc2cc(Br)ccc2-n2nncc2C1	-3.5	.
NC(Cc1ccc(F)cc1)c1csc(Nc2ncccn2)n1 (stereo unspecified)	-0.9	.
O=S1(=O)NCC2(CC2)CN1Cc1ccccc1	-2.1	.
CSCCC(c1nnnn1-c1c(C)cccc1C)N1CCC2(CC1)C(=O)NCN2c1ccccc1 (stereo unspecified)	-4.8	.
COc1ccc(CCN)cc1S(N)(=O)=O	-1.2	.
NS(=O)(=O)c1ccc(-c2ccc(C=C3C(=O)NC(=S)NC3=O)o2)cc1	-1.3	.
N#Cc1ccc(NC(=S)N2Cc3cc(Br)ccc3-n3nncc3C2)cc1	-2.9	.
